DYRK1A inh: inhibitors of rat Dyrk1A kinase; AID 504441; inhibition, % at 12.5 µM; 310,000 tested, 0.43% active; ADP-Glo luminescence, NFATc1 peptide; in the data active = inhibition above about 50%;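 also: plate controls were vehicle with enzyme for no effect and no enzyme for full effect; many of its hits are not listed in these tables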
KCNK3 block: human KCNK3 channel inhibition, primary screen. O14649. CHO-KCNK3 thallium flux, FluxOR fluorescence; hits give low values. B-score at 10 µM. 340,000 tested, 0.84% active. AID 602410;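 active = B-score under library mean minus 4 SD, starting fluorescence ratio at most library mean plus 5 SD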;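 also: more negative B-score means stronger inhibition of thallium flux through KCNK3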
Target sequence (O14649 whole entry, looked up): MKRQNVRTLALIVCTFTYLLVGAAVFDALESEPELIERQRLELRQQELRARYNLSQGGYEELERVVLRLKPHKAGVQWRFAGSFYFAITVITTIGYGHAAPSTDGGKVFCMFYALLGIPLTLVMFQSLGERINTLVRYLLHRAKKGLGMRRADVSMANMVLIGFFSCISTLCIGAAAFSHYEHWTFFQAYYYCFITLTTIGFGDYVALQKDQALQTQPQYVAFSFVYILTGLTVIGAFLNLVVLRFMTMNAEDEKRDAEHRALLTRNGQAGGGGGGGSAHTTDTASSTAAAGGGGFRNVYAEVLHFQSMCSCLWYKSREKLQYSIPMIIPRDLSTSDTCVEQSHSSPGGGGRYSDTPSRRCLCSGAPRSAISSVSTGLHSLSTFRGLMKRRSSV
* marks the source's active call; other numbers are inactive results; i = inactive. Some of the compounds tested. The share of hits here may be higher or lower than overall.

SMILES	DYRK1A inh	KCNK3 block
CNC[C@H]1Oc2c(NS(=O)(=O)c3cccs3)cccc2C(=O)N([C@H](C)CO)C[C@@H]1C	-10.8	i
NC(=Nc1nc(-c2ccccn2)cc2ccccc12)c1ccccn1	1.4	i
Cc1ccc(C(=O)NCC(=O)Nc2ccc3c(c2)CCC3)cc1C	2.3	i
Cn1c(N)c(C(=O)COC(=O)CC(NC(N)=O)c2ccc(Cl)cc2)c(=O)n(C)c1=O (stereo not drawn)	-4.3	i
C[C@@H]1COC(=O)[C@@H](CC(=O)OC(C)(C)C)C/C=C\C[C@@H](CC(=O)NCCO)C(=O)N1	-4.6	i
CC1CCCC(NC(=O)c2cc(-c3ccncc3)nc3ccccc23)C1C (stereo not drawn)	0.0	i
CCOc1ncccc1C(=O)Nc1cc(C(F)(F)F)ccc1N1CCOCC1	4.2	i
O=C(Cn1ccc(NC(=O)OCc2ccccc2)nc1=O)NCC1CCCO1 (stereo not drawn)	-11.4	i
Cc1ccccc1Nc1nc(N)nc(COC(=O)CCS(=O)(=O)c2ccc(Cl)cc2)n1	1.6	i
CCCCN(C)C(=O)C1CCN(Cc2ccccn2)CC1	6.4	i
Cc1cccc2cc(CN(CCCO)C(=O)Nc3ccc(Cl)cc3)c(=O)[nH]c12	11.6	i
O=C(OCCCc1cc2ccccc2c(=O)o1)c1ccco1	12.9	i
COc1ccc([C@H]2CC(=O)C=C(c3cc4ccccc4c4ccccc34)C2)cc1	-1.1	i
CCOc1ccc(S(=O)(=O)NCCC(=O)NC2CCC(C)CC2)cc1 (stereo not drawn)	-1.1	i
O=S(=O)(NN=Cc1ccc(O)cc1O)c1cc(Cl)c(Cl)cc1Cl	0.0	i
O=C(c1cc(=O)[nH]c2ccccc12)N1CCN(S(=O)(=O)c2ccc(Cl)cc2)CC1	4.4	i
COc1cccc(CC(=O)OCC(=O)NCc2ccc3c(c2)OCO3)c1	-1.3	i
CCOC(=O)Nc1nc2ccc(Cn3cccc3)cc2[nH]1	-0.7	i
CC(=O)c1cc2ccccc2oc1=O	7.6	i
CC(C)(C)[C@@H]1CCC(=O)N(CC[C@H](Sc2ccc(Br)cc2)c2ccccc2)CC1	9.1	i
Cc1ccc2c(c1)C(=O)C(=O)N2c1ccc(Cl)cc1	-9.8	i
COc1ccc(-c2oc3ccc(-c4cc(OC)c(OC)c(OC)c4)cc3c2C#Cc2ccccn2)cc1	-3.3	i
COc1ccc(-c2oc3ccccc3c2C#Cc2cncn2C)cc1	13.4	i
Cc1ccc(NC(=O)C2CCC(C(C)(C)C)CC2)cc1S(=O)(=O)N1CCOCC1 (stereo not drawn)	-3.4	i
CC(=O)c1ccc(NC(=O)C(C)Oc2ccc(N(C)S(=O)(=O)c3ccc(C)cc3)cc2)cc1 (stereo not drawn)	-0.3	i
O=c1[nH]c(-c2ccc(-c3cccc(Cl)c3)o2)nc2ccccc12	0.9	i
O=C(Cn1cnc2c(OCc3ccccc3)ncnc21)NCCN1CCOCC1	-1.3	i
COc1ccccc1NC(=O)COc1ccc(C(=O)NCC2CCCO2)cc1OC (stereo not drawn)	6.4	i
COc1ccc(CNCCCn2cnc3c(OCc4ccccc4)ncnc32)cc1	6.7	i
CCN1CCN(CC(=O)c2c(C)n(C)c3ccc(OC)cc23)CC1	0.7	i
COc1ccc(CNC(=O)CCCn2c(SCC#N)nc3cc4c(cc3c2=O)OCO4)cc1	5.0	i
O=C(CCNC(=O)c1ccccc1Cl)NCCCSc1ccccc1	-1.5	i
C=CC[C@H](CC(=O)N(CCO)Cc1ccccc1)C(=O)NCCOC(=O)[C@@H](CC=C)Cc1ccc(F)cc1	3.6	i
COCCN(C(=O)c1ccc(-c2ccc([N+](=O)[O-])cc2)o1)c1c(N)n(CC(C)C)c(=O)[nH]c1=O	-5.8	i
CN1CCN(C(c2ccccc2)c2ccc(Cl)cc2)CC1 (stereo not drawn)	5.8	i
CCC(C)C1(C2CCCC2)NC(=O)NC1=O (stereo not drawn)	5.9	i
C[C@H](CO)N1C[C@H](C)[C@@H](CN(C)C(=O)Nc2ccc(C(F)(F)F)cc2)Oc2c(NC(=O)NC3CCCCC3)cccc2C1=O	3.0	i
O=C(CN1CCN(C(=O)CNC(=O)c2ccc3c(c2)OCO3)CC1)Nc1ccc(F)cc1	1.9	i
Cc1sc2ncnc(N3CCC(C(=O)N4CC(C)SC4=Nc4ccc(Cl)cc4)CC3)c2c1C (stereo not drawn)	-1.2	i
CN=C(N)NCCC[C@H](N)C(=O)O	0.1	i
COc1ccc([C@H]2CC(=O)C=C(c3cc(Cl)ccc3OC)C2)cc1	-19.5	i
CCN(C(=O)CN1CCN(C)CC1)c1c(N)n(Cc2ccccc2)c(=O)[nH]c1=O	-3.1	i
Cc1c(C(=O)OCC(=O)N(C)CC(=O)Nc2ccc(F)cc2)oc2ccccc12	4.6	i
COC(=O)Cc1ccc(OCC(=O)NC2CCCC2)cc1	-4.1	i
Cc1cc(C(=O)N/N=C/c2cc(Br)ccc2OC(=O)c2ccccc2)n[nH]1	11.1	i
COc1ccccc1OCC(=O)N1CCN(S(=O)(=O)c2ccc(Cl)cc2)CC1	-10.9	i
CC(C)CC1Nc2ncnc(N3CCN(c4ccccn4)CC3)c2N(Cc2ccccc2)C1=O (stereo not drawn)	1.6	i
CNc1snc(C)c1C(=O)OCC(=O)N(C)Cc1ccccc1	1.6	i
CC(C#N)N1CCN(S(=O)(=O)c2ccc3c(c2)CCC3)CC1 (stereo not drawn)	-1.5	i
O=C(NCCCc1ccccc1)c1cccc(NC(=O)c2ccccc2)c1	-0.6	i
NC(=O)c1ccc(-c2noc(-c3ccccc3F)n2)cc1	-6.5	i
CCOC(=O)/C=C/[C@H]1CC(c2ccccc2)(c2ccccc2)CO1	-1.0	i
Cc1ccc(S(=O)(=O)N2CCN(C3CC(=O)N(c4ccc(F)cc4)C3=O)CC2)cc1C (stereo not drawn)	3.9	i
O=C(c1ccc(-c2ccc(Cl)cc2)o1)N1CCN(S(=O)(=O)c2cccs2)CC1	5.9	i
Clc1nssc1=Nc1ccccc1	4.0	i
CSCCC(NC(=O)c1ccccc1)C(=O)N1CCN(Cc2ccc(Cl)cc2)CC1 (stereo not drawn)	-10.1	i
S=c1[nH]ccc2ccccc12	14.9	i
CC(C)(C)c1ccc(S(=O)(=O)N2CCN(CC(O)CN3CCOCC3)CC2)cc1 (stereo not drawn)	-0.5	i
Cn1c(=O)oc2cc(S(=O)(=O)N3CCc4ccccc4C3)ccc21	9.1	i
CC(C)Nc1nc(NC2CCCC2)nc(N2CCOCC2)n1	4.4	i

Record cards, from the list above:
COC(=O)Cc1ccc(OCC(=O)NC2CCCC2)cc1 in the list: DYRK1A inh: -4.1; KCNK3 block: i
Cn1c(=O)oc2cc(S(=O)(=O)N3CCc4ccccc4C3)ccc21 in the list: DYRK1A inh: 9.1; KCNK3 block: i

Next part
SMILES	DYRK1A inh	KCNK3 block
COc1cc(/C=C(\C#N)C(=O)Nc2cccnc2)ccc1OC(C)C	2.5	i
O=C(NCCc1ccccc1F)C1CC(=O)N(c2cccc(C(F)(F)F)c2)C1 (stereo not drawn)	-1.9	i
CCN(CC)CCCNc1ccc2ncn3c4ccc(O)cc4c(=O)c1c23	86.8*	i
Cc1ccc(S(=O)(=O)N2CCN(C(C)C(=O)NCC(C)c3ccccc3)CC2)cc1 (stereo not drawn)	1.0	i
CCOc1ccc2oc(C(=O)N(CCOC)c3c(N)n(CC(C)C)c(=O)[nH]c3=O)c(C)c2c1	-6.4	i
O=C1NCCN1c1ncc([N+](=O)[O-])s1	4.5	i
O=S(=O)(CCN1CCCC1)NCCNS(=O)(=O)c1ccc(F)cc1Br	-1.7	i
CCN(CC(=O)Nc1ccc(Br)cc1)C(=O)c1nc2nc(C)cc(C)n2n1	-1.3	i
CCOC(=O)C1CCN(C(=O)COC(=O)c2oc3ccc(OC)cc3c2C)CC1	9.8	i
CCN(C[C@H]1N[C@@](CC)(C(=O)OC)[C@H]2C(=O)N(Cc3ccccc3)C(=O)[C@@H]12)C(=O)NC(C)C	-1.2	i
COc1ccc(NC(=O)Nc2cccc(C(=O)N3CCOCC3)c2)cc1OC	4.7	i
Cc1sc2nc(SCC(=O)NCc3ccco3)[nH]c(=O)c2c1C	0.2	i
CC(C)(C)c1ccc(C2C3=C(CCCC3=O)NC3=C2C(=O)c2ccccc23)cc1 (stereo not drawn)	-3.7	i
Cc1ccc(NC(=O)COC(=O)c2ccccc2F)cc1S(=O)(=O)N1CCCCC1	-3.0	i
CC(Sc1nccn1C)C(=O)NC1(C#N)CCCCC1 (stereo not drawn)	7.4	i

Laid out differently: results already given.
> CCOC(=O)C1CCN(C(=O)COC(=O)c2oc3ccc(OC)cc3c2C)CC1
  DYRK1A inh: 9.8 | KCNK3 block: i

> CCN(C[C@H]1N[C@@](CC)(C(=O)OC)[C@H]2C(=O)N(Cc3ccccc3)C(=O)[C@@H]12)C(=O)NC(C)C
  DYRK1A inh: -1.2 | KCNK3 block: i

More records follow.
SMILES	DYRK1A inh	KCNK3 block
Cc1cc(NC(=O)COC(=O)C2=NN(c3ccccc3)C(=O)CC2)c([N+](=O)[O-])cc1C	2.2	i
CC[C@]12c3[nH]c4cc(CCC(=O)N(C)C)ccc4c3CCN1C(=O)[C@@H](CC(=O)NC/C=C(\C)CCC=C(C)C)C[C@@H]2C(=O)N1CCN(C(=O)C2CC2)CC1	-0.5	i
CCc1ccccc1NC(=O)CN(C)C(=O)COC(=O)c1ccco1	-3.2	i
O=C(C1CCN(S(=O)(=O)c2ccccc2)CC1)N1CCC1	-1.1	i
CCc1c(N)nc(N)nc1Nc1ccccc1C	-2.5	i
CC(C)(C)OC(=O)N(CCc1ccccc1)Cc1ccccc1OCc1ccc(NC(=O)C2CCC2)cc1	-16.9	i
COc1ccc(NS(=O)(=O)c2ccc(N3CCCCC3)c(NC(=O)C(C)NC(N)=O)c2)cc1 (stereo not drawn)	-3.7	i
CC(=C/C(=O)O)/C=C/c1ccc([N+](=O)[O-])cc1	3.3	i
CCOC(=O)C1=C(SCC)c2cc3c(n2C1=O)CCCC3	13.3	i
OC(COc1ccccc1)CN1CCN(c2cccc(Cl)c2)CC1 (stereo not drawn)	-3.6	i
COc1ccc(C(c2c(C)[nH]n(C(N)=S)c2=O)C(C#N)C#N)cc1 (stereo not drawn)	-5.1	i
CCN(CC(=O)Nc1c(F)cccc1F)C(=O)c1nn(C)c(=O)c2ccccc12	10.8	i
CN(C(=O)c1ccc(NC(=O)C2CCCN(C(=O)OC(C)(C)C)C2)cc1)C1CCCCC1 (stereo not drawn)	-0.6	i
COc1ccc(-c2nc3cc(C)ccn3c2NC2CCCCC2)cc1SC1CCCCC1	1.8	i
COc1cc2ccc(=O)oc2cc1O	7.6	i
CCOC(=O)c1[nH]c2ccc(F)cc2c1NC(=O)CCN1CCSCC1	1.6	i
Cc1c(NC(=O)c2cccc(NC(=O)COc3ccccc3C#N)c2)c(=O)n(-c2ccccc2)n1C	-0.2	i
COCCn1c(SCC(=O)NC(=O)Cc2ccccc2)nc2ccccc2c1=O	7.1	i
CN1CCC(OC(c2ccccc2)c2ccc(Cl)cc2)C1 (stereo not drawn)	-0.1	i
CCN1C(=O)[C@H]2[C@H]3CN=C(SCc4ccc(C)cc4)N3[C@@](C)(C(=O)OC)[C@H]2C1=O	-2.9	i
CCCN(Cc1nnc(-c2cccs2)o1)C(=O)CN1C(=O)NC2(CCCCC2)C1=O	1.5	i
O=C(CCCN1C(=O)NC2(CCCC2)C1=O)N1CCN(S(=O)(=O)c2ccccc2)CC1	5.8	i
CCCNC(=O)C1CN(C(=O)c2nn(Cc3ccccc3)c(=O)c3ccccc23)c2ccccc2O1 (stereo not drawn)	-1.2	i
O=C(COC(=O)c1ccc(O)cc1)NCCc1c[nH]c2ccccc12	11.2	i
COCC(=O)N[C@@H]1c2ccccc2CC[C@@H]1OCc1ccccc1	-1.6	i
CC(C)(C)OC(=O)N(CCc1ccccc1)Cc1cccc(OCc2cccc(NC(=O)C3CCC3)c2)c1	6.5	i
O=C(NCc1cccnc1)c1ccccc1NS(=O)(=O)c1ccc(Br)cc1	-4.2	i
O=P(OCC1CCCO1)(OCC1CCCO1)OCC1CCCO1 (stereo not drawn)	1.5	i
O=S(=O)(NC1=NCCC1)c1cccc(NS(=O)(=O)c2ccc(F)c(Cl)c2)c1	0.3	i
CC1CCC(=NNS(=O)(=O)c2ccc([N+](=O)[O-])cc2)CC1 (stereo not drawn)	5.1	i

Entries listed above marked active in DYRK1A inh.
SMILES	DYRK1A inh	KCNK3 block
CCN(CC)CCCNc1ccc2ncn3c4ccc(O)cc4c(=O)c1c23	86.8*	i

Additional compounds
SMILES	DYRK1A inh	KCNK3 block
COC(=O)c1sc(N2C(=O)c3oc4ccccc4c(=O)c3C2c2cccs2)nc1C (stereo not drawn)	-2.0	i
CN(C)c1nc(N)c2nccnc2n1	2.5	i
NC(=O)C1CCN(c2nc(-c3ccc(F)cc3)cs2)CC1	-1.0	i
Cc1ccc(S(=O)(=O)N2CCOCC2)cc1C(=O)NC(C)CCc1ccccc1 (stereo not drawn)	-0.8	i
Cc1ccc(S(=O)(=O)N2CCCCC2)cc1NC(=O)C1CC1	1.8	i
CCN1C[C@@H]2[C@@H]3C(=O)N(Cc4ccccc4)C(=O)[C@@H]3[C@](C)(C1=O)N2C(=O)c1ccc(Br)cc1	-6.8	i
O=C(COC(=O)c1cncc(Br)c1)Nc1ccc(N2CCCCC2)cc1	2.5	i
COc1ccc(NC(=O)CSc2nnc(-c3cccs3)n2N)cc1S(N)(=O)=O	1.5	i
Cn1c(SCC(=O)NC2CC2)nnc1-c1ccco1	0.9	i
Cc1cc(C)c(S(=O)(=O)N2CCN(C(=O)c3ccc(-n4nc(C)c(Cl)c4C)cc3)CC2)c(C)c1	5.4	i
COC(=O)Nc1ccc2ccc3c(NC(=O)OC)ccc4ccc1c2c43	-1.1	i
Cc1ccc2nc(SCc3nnc(-c4ccccc4[N+](=O)[O-])o3)c(C#N)cc2c1	0.3	i

Assay outcomes: PubChem BioAssay, several laboratories
